# High-throughput results as filed in PubChem.
# HT1080 viability – cytotoxicity in HT1080 fibrosarcoma cells, cell-based, fluorescence readout (AID 620). one-dose cytotoxicity, % at 10 µM; EC50 in µM for titrated hits. HT1080 viability, fluorescence; higher % means a stronger effect. 87,000 compounds, 0.42% hits; in the data active = cytotoxicity above about 50%;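 also: cells exposed to compound overnight then 4 h with Alamar Blue; 0% = vehicle DMSO and 100% = killing control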
# The depositor's hits bear a star.
SMILES,HT1080 viability
Cc1onc(-c2ccccc2)c1-c1n[nH]c(=S)n1-c1ccccc1,-5%
Cc1cc(C(C)(C)C)oc1C(=O)NCCCNC(=O)c1oc(C(C)(C)C)cc1C,2%
CCOC(=O)C1=C(C)OC(N)=C(C#N)C1c1cc2cc(C)ccc2nc1N1CCCCC1 (configuration not stated),-5%
O=C(NC1CCCCC1)C(c1ccncc1)N(Cc1ccc2c(c1)OCO2)C(=O)c1cnsn1 (configuration not stated),-9%
CCCOC(=O)CCCC[C@H]1SC[C@@H](NC(=O)OC)[C@H]1NC(=O)OC,-4%
NC(=O)CC(NC(=S)NCc1ccccc1)C(=O)O (configuration not stated),-2%
COCCN1CCN(c2c3c(nc4cc(-c5cccc(F)c5)nn24)CCC3)CC1,14%
COc1ccc(-c2nn(-c3ccccc3)cc2/C=N/N2C(=O)CSC2=S)cc1,13%
Cc1ccc(Cn2cnc3ccccc32)cc1,-8%
CCC(C)NS(=O)(=O)c1ccc(OCC(=O)NCC2CCCO2)cc1 (configuration not stated),-7%
CCn1c(SCC(=O)OC)nnc1-c1ccncc1,-6%
Cc1ccc(C(=O)OCC(=O)Nc2ncc(Cl)cc2Cl)cc1NC(=O)c1ccco1,-10%
NC(=O)/C(=N\OC(=O)c1ccco1)c1nc(-c2ccc(Br)cc2)cs1,-12%
Cc1c(CN(C)C(=O)c2ccc(Br)o2)cnn1C,-3%
O=C(O)CC(NC(=S)NCc1ccccc1)C(=O)O (configuration not stated),8%
Cc1cccc(C2(c3cccc(C)c3)OC(=O)c3ccccc32)c1,-2%
O=C(NCc1ccco1)C1CCN(Cc2ccc(F)cc2)CC1,-2%
O=S(=O)(NCC1CCCO1)c1cc(Cl)ccc1Cl (configuration not stated),-6%
O=C(CCCOc1ccccc1)Nc1cccnc1,0%
CCOCC(=O)Nc1nnc(Cc2ccc(OC)cc2)s1,-2%
CC(OC(=O)c1cc2sccc2n1C)C(=O)NCc1ccc(F)cc1 (configuration not stated),8%
CCCNS(=O)(=O)c1ccc(CCC(=O)N2CCN(c3ccc(OC)cc3)CC2)cc1,-11%
Cc1cccc(N(CC(O)CON=C2c3ccccc3-c3ccccc32)S(C)(=O)=O)c1 (configuration not stated),-22%
COc1cc(C2C(C(C)=O)=C(O)C(=O)N2c2ccc(C)cc2)ccc1O (configuration not stated),-17%
Cn1c(N2CCCCC2)cc(=O)n(C)c1=O,-3%
Oc1ccc2ccccc2c1C1Nc2cccc3cccc(c23)N1,22%
Cc1ccc(CN2CCN(/N=C/c3ccco3)CC2)c(C)c1,1%
O=S(=O)(NCCc1ccccc1)c1ccccc1,3%
Cc1ccc(NC(=O)Nc2cccs2)nc1,0%
C=CCn1c(SCC(=O)NCc2ccco2)nc2sc(C)c(C)c2c1=O,-2%
CCCNCC1COc2ccccc2O1 (configuration not stated),3%
Clc1ccc(/C=N/c2c(-c3ccc(Cl)cc3)nc3n2CCS3)cc1,-2%
COC(=O)[C@@]1(Cc2ccc(F)cc2)[C@H]2c3cc(C(=O)N(C)C)n(CC4CC4)c3C[C@H]2CN1C(=O)c1ccccc1,-20%
CN(C)c1ccc(C(=O)C(O)c2ccccc2)cc1 (configuration not stated),-14%
O=C(NCCCN1CCOCC1)c1ccc(Cl)s1,-11%
CCOC(=O)C1=C(C)NC(SCC(N)=O)=C(C#N)C1c1cccs1 (configuration not stated),1%

# 2 compounds picked at random from those above, as already listed:
SMILES,HT1080 viability
CCOC(=O)C1=C(C)NC(SCC(N)=O)=C(C#N)C1c1cccs1 (configuration not stated),1%
O=S(=O)(NCCc1ccccc1)c1ccccc1,3%

# Next records follow.
SMILES,HT1080 viability
CCC(CC)C(=O)NCCc1ccc(F)cc1,0%
Cc1ccc(S(=O)(=O)c2ccc(Cl)cc2)cc1S(=O)(=O)N1CCN(C)CC1,9%
CC(C)C(=O)N1CCN(c2ccccc2NC(=O)c2cccc(Cl)c2)CC1,11%
COCCNC(=O)C1(C)C=CC2(CCCCC2)N1C(=O)c1ccccc1 (configuration not stated),-13%
Cc1ccc2[nH]c3c(=O)n(CCc4cnc[nH]4)cnc3c2c1,-2%
O=C(Nc1ccc(NC(=O)c2cccs2)cc1)c1ccc(Br)o1,11%
Cc1ccc(-c2n[nH]c(=O)c3ccccc23)cc1S(=O)(=O)NCCO,-3%
c1csc(CNCCN2CCOCC2)c1,-2%
COc1ccc(/C(O)=C2\C(=O)C(=O)N(Cc3ccco3)C2c2ccc(OC)cc2OC)cc1 (configuration not stated),15%
Cc1ccc(S(=O)(=O)c2cccc(S(=O)(=O)N3CCOCC3)c2)cc1S(=O)(=O)N1CCOCC1,-2%
CC(C)CNC(=O)c1ccccc1NC(=O)Nc1ccccc1,6%
O=C(Nc1cccc(Cl)c1)Nc1nnc(-c2ccccc2)o1,-12%
CCOC(=O)Cc1nnc(Nc2cccc(C)c2)c2ccccc12,7%
CSc1cccc(NC(=O)CN(c2cccc(C)c2)S(C)(=O)=O)c1,2%
O=C(NCCc1ccncc1)Nc1cccc(Cl)c1,-6%
CCn1c(C)c(C(C)=O)c(N2CCN(c3cccc(Cl)c3)CC2)nc1=S,-3%
COc1ccc(-n2c(SCC(=O)Nc3sc4c(c3C#N)CCCC4)nnc2-c2ccccc2OC)cc1,-9%
CCOC(=O)c1ccccc1NS(=O)(=O)c1ccc(OC)cc1,8%
COC(=O)c1cc(NC(=O)C2C3C=CC(C3)C2C(=O)O)cc(C(=O)OC)c1 (configuration not stated),27%
Cc1ccccc1NS(=O)(=O)c1ccc(C)c(C(N)=O)c1,0%
COc1ccc(CCn2c(N3CCOCC3)nc3c2c(=O)[nH]c(=O)n3C)cc1,0%
CCOC(=O)c1cnc(SCC(=O)c2ccc(C)cc2)nc1N,9%
CCOC(=O)C(C(=O)NCC1CCCO1)C1CCCCC1 (configuration not stated),-8%
COC(=O)c1nc(NC(=O)c2ccc(Br)cc2)n[nH]1,-3%
O=C(NCC1CCCO1)c1ccc2c(=O)n(Cc3ccco3)c(SCC(=O)N3CCCC3)nc2c1 (configuration not stated),-9%
CCc1ccc(NC(=O)CN2CCc3ccccc3C2)cc1,-10%
COc1ccc(/C=C/C(=O)NNc2c(F)c(F)cc(F)c2F)cc1OC,-3%
CC(=O)Nc1ccc2c(c1)C(=O)N(c1ccc(C)cc1)C2=O,-12%
CCCc1ccc(-c2cc(NC(=O)CSc3n[nH]c(N)n3)n(-c3ccccc3)n2)cc1,0%
COc1ccc(-n2c(O)cnc2Nc2nc(C)cc(C)n2)cc1OC,-4%
COc1cc2c(cc1OC)-c1nnc(-c3ccco3)n1C1(CCCC1)C2,-19%
CN1CCN(C(=O)/C(=C/c2ccccc2)c2ccccc2)CC1,-12%
Cc1ccc(CSc2nnc(-c3ccncc3)n2CC2CCCO2)cc1 (configuration not stated),-9%
Cc1nn(-c2ccccc2)c(OC(=O)c2cccs2)c1S(=O)(=O)c1ccc([N+](=O)[O-])cc1,3%
O=C1/C(=C/c2cccs2)CCc2ccccc21,-5%
COCc1c(Br)c(C)[nH]c(=O)c1C#N,7%

# Some of these compounds in order of molar mass, descending:
SMILES,HT1080 viability
COc1ccc(/C=C/C(=O)NNc2c(F)c(F)cc(F)c2F)cc1OC,-3%
Cc1ccc(CSc2nnc(-c3ccncc3)n2CC2CCCO2)cc1 (configuration not stated),-9%
COc1ccc(-n2c(O)cnc2Nc2nc(C)cc(C)n2)cc1OC,-4%
CN1CCN(C(=O)/C(=C/c2ccccc2)c2ccccc2)CC1,-12%
CCc1ccc(NC(=O)CN2CCc3ccccc3C2)cc1,-10%
O=C1/C(=C/c2cccs2)CCc2ccccc21,-5%

# Further structures:
SMILES,HT1080 viability
CCOC(=O)c1c(C)n(CCNC(C)=O)c2ccc(O)cc12,-3%
Nc1cc(Cl)ccc1C(=O)OCC(=O)NC1CCS(=O)(=O)C1 (configuration not stated),6%
Nc1nc2ccc(O)cc2s1,-8%
CCOc1cc(S(=O)(=O)Nc2cc(C)cc(C)c2)ccc1Cl,2%
COc1ccc(S(=O)(=O)Nc2ccc(O)c(Sc3ncn[nH]3)c2)cc1,15%
COc1ccc(-n2nccc2-c2nn(-c3cccc(OC)c3)c(=O)n(C)c2=O)cc1,-2%
Cc1oc2ccc(O)cc2c1C(=O)c1ccc(Cl)cc1,5%
COC(=O)[C@@]1(Cc2ccc(F)cc2)[C@H]2c3cc(C(=O)N(C)C)n(Cc4cc(C)n(C)n4)c3C[C@H]2CN1C(=O)c1ccccc1,-13%
COCCn1nnnc1C(c1ccccc1)N1CCN(c2ccccc2)CC1 (configuration not stated),-1%
Cc1c(CCOC(=O)CC23CC4CC(CC(C4)C2)C3)sc[n+]1CC(=O)c1ccc(Br)cc1,15%
O=C1CSC2=NCN(c3ccccc3)CN12,-8%
O=C(c1csc2c1CCCC2)N1CCN(c2cccc(C(F)(F)F)c2)CC1,-2%
N#Cc1ccc(C(c2nnnn2C2CCCC2)N2CCC(Cc3ccccc3)CC2)cc1 (configuration not stated),-7%
O=C(C1CCCN(Cc2ccccc2)C1)N1CCCCC1 (configuration not stated),-8%
NNC(=O)c1nc(-c2ccccc2)n2c1CCCCC2,6%
Cc1ccc(OC(=O)N2CCOCC2)cc1,7%
CCCn1c(SCC(=O)NCc2ccccc2)nnc1-c1ccncc1,4%
Cc1nc2nc(-c3ccc(Cl)cc3)nn2c(C)c1Cl,-10%
NC(=O)NCc1ccc(C(=O)OCc2ccncc2)cc1,2%
CCSc1nnc(-c2cccnc2)n1-c1ccc(C)c(Cl)c1,-17%
CCCCNC(=O)Nc1ccccc1C(=O)NCCC,-12%
O=C(NCc1ccccc1)NC1(C(=O)N2CCN3CCCC3C2)CCCCC1 (configuration not stated),10%
CCCCCCCCn1c(N2CCN(c3cccc(Cl)c3)CC2)nc2c1c(=O)[nH]c(=O)n2C,3%
N#CC1=C(N)C(C#N)(C#N)C(c2cccnc2)C2CN(C(=O)OCc3ccccc3)CC=C12 (configuration not stated),-4%
CC(C)OP(=O)(c1ccc(N(C)C)cc1)C(O)c1ccccc1 (configuration not stated),-9%
Cc1ccc(CS(=O)(=O)CCC(=O)NCCC(C)C)cc1,7%
CCCCN1C(=O)NC(c2ccc(OC)cc2)C(C(=O)OCc2ccccc2)=C1C (configuration not stated),-7%
COc1ccc(C)cc1S(=O)(=O)Nc1cc(Cl)ccc1Cl,0%
CN(C)C(=O)c1c(NC(=O)c2ccco2)sc2c1CCCCC2,2%
C=CCNc1nnc(-c2ccncc2)s1,-8%
CCN(c1cccc(C)c1)S(=O)(=O)c1cccc(C(=O)O)c1,-2%
CC(Cc1ccccc1)C(=O)NCc1ccncc1 (configuration not stated),-16%
CCOC(=O)c1cnc2cc(-c3ccc(C)cc3)nn2c1-c1ccccc1,16%
NS(=O)(=O)c1ccc(CCNC(=O)C2CCCCC2)cc1,-13%
Cc1ccc(OCC(=O)N2CCN(C(=O)c3cccnc3)CC2)cc1,-6%
CCOC(=O)C(NCc1ccccc1OC)(NC(=O)CC)C(F)(F)F (configuration not stated),-7%

# In a second layout: results already given
molecule	HT1080 viability
CCN(c1cccc(C)c1)S(=O)(=O)c1cccc(C(=O)O)c1	-2%
Cc1ccc(CS(=O)(=O)CCC(=O)NCCC(C)C)cc1	7%
COc1ccc(C)cc1S(=O)(=O)Nc1cc(Cl)ccc1Cl	0%
CN(C)C(=O)c1c(NC(=O)c2ccco2)sc2c1CCCCC2	2%

# (next part)
SMILES,HT1080 viability
NC1=NC2(CCCCCC2)n2c(nc3ccccc32)N1,-15%
CCOC(=O)C1(P(=O)(c2ccc(Cl)cc2)c2ccc(Cl)cc2)CCC1,-2%
Cc1nc2c3cc(Cl)ccc3n(CCN3CCCCC3)c2s1,45%
O=C(NCCc1ccccn1)c1cccc(S(=O)(=O)N2CCCCCC2)c1,-2%
Cn1ncc(Cl)c1C(=O)Nc1cccc(Cl)c1,9%
CCCNC(=O)c1cc2nc(-c3ccccc3)cc(C(F)(F)F)n2n1,1%
CCOC(=O)N1CCN(Cc2c(F)cccc2F)CC1,2%
CCc1ccc(N2CC(C(=O)NCc3ccco3)CC2=O)cc1 (configuration not stated),-4%
Cc1ccc2nc(NC(=O)CSc3nc4ccccc4o3)sc2c1,-16%
Cc1c(C=O)cnn1CCC(=O)O,14%
COCCN(C(=O)c1ccco1)c1nnc(-c2ccc(OC)c(OC)c2)s1,15%
CCc1c(O)nc(SC2CC(=O)N(c3ccccc3)C2=O)[nH]c1=O (configuration not stated),-14%
O=C(Cn1nc(C(F)(F)F)c2c1CCC2)Nc1ccccc1C(F)(F)F,-5%
Nc1ccccc1C#CCCCCO,-13%
CC1CC(C)CN(Cc2nc(N)nc(Nc3ccccc3)n2)C1 (configuration not stated),1%
O=C(NCCN=C1NS(=O)(=O)c2ccccc21)c1ccncc1,9%
CCCCNCCCOc1cccc(Cl)c1Cl,10%
CCN(c1ccc(NC(=O)CSc2nnc3nc(C)cc(C)n23)cc1)C(C)C,14%
CC(Sc1nnc(Cc2cccs2)n1C1CCCCC1)C(=O)NCc1ccco1 (configuration not stated),-29%
Cc1nnc(SCC(=O)NCc2ccco2)n1-c1ccccc1,-5%
O=C(COCc1nc2ccccc2c(=O)[nH]1)NCC1CCCCC1,-12%
CCC(C)C(NC(=O)C1CCC(C)CC1)C(=O)Nc1cc(OC)ccc1OC (configuration not stated),0%
Cc1ccc(-c2noc(-c3ccccc3C(=O)N3CCOCC3)n2)cc1,-2%
Cc1[nH]c2ccccc2c1C(=O)CNc1nccs1,-15%
Cc1nc(NC(=O)c2cc(-n3cnnc3)ccc2Cl)ccc1Br,-3%

# 3 entries from above, as labelled records:
Cc1ccc(-c2noc(-c3ccccc3C(=O)N3CCOCC3)n2)cc1
  HT1080 viability: -2%
Cc1[nH]c2ccccc2c1C(=O)CNc1nccs1
  HT1080 viability: -15%
Cc1nc(NC(=O)c2cc(-n3cnnc3)ccc2Cl)ccc1Br
  HT1080 viability: -3%

# Only part of the results is shown, so the mix of outcomes need not match the whole.
